Bioassay records as filed in PubChem.
PLK1 PBD block – qHTS for Inhibitors of PLK1-PDB (polo-like kinase 1 - polo-box domain): Primary Screen | Plk1 PBD binding of FITC phosphopeptide, fluorescence polarization | 2.8% of 360,000 active | Potency, µM, without a hit: max response, negative = inhibition, actives largely listed as inhibitors | Serine/threonine-protein kinase PLK1 (Homo sapiens), P53350; further: potency means the concentration at half of the fitted maximal effect; series mostly up to about 57 µM; on the % scale 0 is the no-effect control and ±100 the full control effect; nearly all actives have a fitted effect of over 65% in size
WRN inhibitor – qHTS for Inhibitors of WRN Helicase. 0.46% of 360,000 active. Bifunctional 3'-5' exonuclease/ATP-dependent helicase WRN (Homo sapiens), Q14191. Potency, µM (highest dose often 114 µM), for the others: at the highest dose activity change, negative = inhibition, most hits filed as inhibitors. AID 651768, 2012. WRN helicase unwinding, fluorescent forked duplex, kinetic; further: potency means the concentration at half of the fitted maximal effect; on the % scale 0 is the no-effect control and ±100 the full control effect; nearly all actives have a fitted effect of over 55% in size
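Kinetic fluorescence helicase assay: unwinding of a quenched forked DNA duplex (100 nM final) with 2 mM ATP final raises red fluorescence (525/598 nm). Compounds sat 15 min at room temperature with 20 nM WRN beforehand.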
EPAC2 antagonist – qHTS for Antagonist of cAMP-regulated guanine nucleotide exchange factor 2 (EPAC2): primary screen; Rap guanine nucleotide exchange factor 4 (Homo sapiens), Q8WZA2; EPAC2 GEF exchange of Rap1B-BODIPY-GDP, fluorescence; Potency, µM (doses to about 114 µM), for inactives: at the top dose activity, negative = inhibition, usual class: inhibitors; 0.18% of 360,000 active; further: potency means the concentration at half of the fitted maximal effect; on the % scale 0 is the no-effect control and ±100 the full control effect; nearly all actives have a fitted effect of over 45% in size; many of its hits are not listed in these tables
EPAC1 antag – qHTS for Antagonist of cAMP-regulated guanine nucleotide exchange factor 3 (EPAC1): primary screen; EPAC1 GEF assay, Rap1b-BODIPY-GDP exchange fluorescence; 0.14% of 360,000 active; Potency, µM (highest dose often 115 µM), inactives show at the highest dose activity change, negative = inhibition, usual class: inhibitors; Rap guanine nucleotide exchange factor 3 (Homo sapiens), O95398;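 further: potency means the concentration at half of the fitted maximal effect; plate controls were vehicle for no effect and positive control for full effect; nearly all actives have a fitted effect of over 50% in size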
Target sequence (O95398 whole entry, looked up): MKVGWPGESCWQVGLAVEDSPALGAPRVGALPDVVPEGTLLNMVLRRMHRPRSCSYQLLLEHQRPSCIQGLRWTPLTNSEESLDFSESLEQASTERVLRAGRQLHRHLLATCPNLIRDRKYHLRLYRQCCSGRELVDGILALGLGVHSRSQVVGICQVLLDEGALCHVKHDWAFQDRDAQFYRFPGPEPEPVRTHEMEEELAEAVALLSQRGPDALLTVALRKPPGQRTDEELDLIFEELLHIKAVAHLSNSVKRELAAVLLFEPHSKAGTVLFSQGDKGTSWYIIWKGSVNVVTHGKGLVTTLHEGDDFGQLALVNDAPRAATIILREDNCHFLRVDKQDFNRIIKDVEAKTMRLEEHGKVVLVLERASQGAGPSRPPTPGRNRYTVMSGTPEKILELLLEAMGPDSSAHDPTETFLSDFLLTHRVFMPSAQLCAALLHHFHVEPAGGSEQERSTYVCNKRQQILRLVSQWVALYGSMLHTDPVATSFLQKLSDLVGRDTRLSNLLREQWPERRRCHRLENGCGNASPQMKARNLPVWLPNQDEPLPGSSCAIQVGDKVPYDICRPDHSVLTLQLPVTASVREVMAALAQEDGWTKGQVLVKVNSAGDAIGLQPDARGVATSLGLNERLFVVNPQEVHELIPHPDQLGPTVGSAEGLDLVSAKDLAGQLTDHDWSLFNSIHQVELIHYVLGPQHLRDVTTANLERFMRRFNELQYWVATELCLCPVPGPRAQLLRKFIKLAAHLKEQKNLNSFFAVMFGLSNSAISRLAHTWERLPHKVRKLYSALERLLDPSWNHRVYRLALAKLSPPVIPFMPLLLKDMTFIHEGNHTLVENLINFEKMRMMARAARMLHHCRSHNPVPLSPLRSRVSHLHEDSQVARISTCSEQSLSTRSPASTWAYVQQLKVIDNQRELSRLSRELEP
EPAC1 ag – qHTS for Agonist of cAMP-regulated guanine nucleotide exchange factor 3 (EPAC1): primary screen | Rap guanine nucleotide exchange factor 3 (Homo sapiens), O95398 | EPAC1 agonist qHTS, biochemical assay; response scale: 100% = response to 6.5 mM cAMP | Potency, µM (titrated, usually from 154 µM), for the others: at the highest dose activation, hits mostly activators | 0.073% of 360,000 active; further: potency means the concentration at half of the fitted maximal effect; nearly all actives have a fitted effect of over 60% in size
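Fluorescent GDP-exchange assay: 100 nM EPAC1 with 250 nM Rap1B preloaded with BODIPY-GDP and 50 uM GDP; compounds tested as concentration series, 5 min at room temperature, then read every 5 min for 30 min (ex 480/em 540 nm); normalized to 6.5 mM cAMP.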
CCT chaperon mod – High-Throughput Screening for Modulators of Cytosolic Chaperonin Activity; activity change, % (test concentration not listed), hits read low; purified chaperonin ATPase assay, HTRF ADP detection, 30 min; 0.3% of 360,000 active; in the data active means activity change below about -30%; further: on the % scale 0 is the no-effect control and ±100 the full control effect
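Nucleotide hydrolysis assay: TRiC at 20–40 nM final (set by batch activity) with 10 uM ATP, 30 min at 37 °C, in presence of 76 uM compound. Detection by competitive ADP HTRF, 30 min ambient.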
MmCpn inh – Inhibitors of TCP-1 ring complex (TRiC) of Methanococcus maripaludis (MmCpn): qHTS. Chaperonin Mm-Cpn (Methanococcus maripaludis). purified Mm-Cpn ATPase, ADP Transcreener TR-FRET. Potency, µM (highest dose often 76.9 µM), for the others: at the highest dose activity, negative = inhibition, most hits filed as inhibitors. 0.031% of 330,000 active; further: potency means the concentration at half of the fitted maximal effect; on the % scale 0 is the no-effect control and ±100 the full control effect; nearly all actives have a fitted effect of over 80% in size
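ATPase turnover read by TR-FRET ADP competition (Eu cryptate antibody/ADP-d2, 665/590 nm): 10uM ATP final, 25nM Mm-CPN final, 30 min 37degC after 10-min compound preincubation, pH 7.4 Tris/KCl/MgCl2/DTT buffer.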
PI5P4K alpha inh – qHTS for Inhibitors of phosphatidylinositol 5-phosphate 4-kinase (PI5P4K). Phosphatidylinositol 5-phosphate 4-kinase type-2 alpha (Homo sapiens), P48426. PI5P4Kalpha enzyme, ADP-Glo luminescence, 60 min; stronger effect = lower value. max response, %. 1.2% of 330,000 active; active means max response of -50% or lower; inconclusive means between -30% and -50%; inactive means -30% or higher; further: value at the top dose of about 77 µM; on the % scale 0 is the no-effect control and ±100 the full control effect
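Human PI5P4Kalpha with substrate in 0.038 M HEPES pH 7.4, 0.28 mM EGTA, 0.1% CHAPS, 5% DMSO; reaction started with 5 microM ATP (final), 60 min at room temperature. ADP formed read by ADP-Glo luminescence.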
* marks the source's active call; other numbers are inactive results; [ ] = another dose, or the depositor's remark. Unless noted, the call rests on the fitted dose curve; in most records, active means well fitted curve in the direction sought with a large enough effect; inconclusive means small, poorly fitted or top-dose-only effect, or another doubt; inactive means no such curve, though single readings can be large; an effect the other way counts as inactive or inconclusive.

Screening Cc1ncc([N+](=O)[O-])n1CCOC(=O)c1ccc(Cl)cc1Cl returned PLK1 PBD block -2%, WRN inhibitor -12%, EPAC2 antagonist -5%, EPAC1 antag -6%, EPAC1 ag 1%, CCT chaperon mod 1.8, MmCpn inh -1% and PI5P4K alpha inh 6.
`O=C(NCc1nc2ccccc2[nH]1)c1ccccc1F` gave PLK1 PBD block 0%, WRN inhibitor -8%, EPAC2 antagonist 1%, EPAC1 antag -3%, EPAC1 ag 7%, CCT chaperon mod -2.0, MmCpn inh 0% and PI5P4K alpha inh -5.
Screening CC(C)NC(=O)c1ccc(OC2CSC2)cc1 returned PLK1 PBD block -2%, WRN inhibitor -5%[57.1 µM], EPAC2 antagonist -2%, EPAC1 antag -2%, EPAC1 ag -4%, CCT chaperon mod 0.5, MmCpn inh 0% and PI5P4K alpha inh -4.
`Cc1ccc(Oc2cc(NC(=O)CCCn3nc([N+](=O)[O-])cc3C)cc([N+](=O)[O-])c2)cc1` gave PLK1 PBD block 2%, WRN inhibitor -12%, EPAC2 antagonist -15%, EPAC1 antag -11%, EPAC1 ag 0%, CCT chaperon mod 2.6, MmCpn inh 0% and PI5P4K alpha inh 0.
COC(=O)c1nc(N)sc1C was read as PLK1 PBD block -15%, WRN inhibitor -34%[57.1 µM], EPAC2 antagonist 2%, EPAC1 antag -20%, EPAC1 ag 11%, CCT chaperon mod -1.1, MmCpn inh 1% and PI5P4K alpha inh 4.
c1ccc(-c2nnc(SCCC3OCCCO3)o2)cc1 was read as PLK1 PBD block 5%, WRN inhibitor -4%, EPAC2 antagonist -2%, EPAC1 antag -14%, EPAC1 ag 22%, CCT chaperon mod -0.4, MmCpn inh -1% and PI5P4K alpha inh 12.
For COCc1ccc(C(=O)NC2CCCc3c2cnn3-c2cc(C)cc(C)c2)s1 (stereo not drawn) the results were PLK1 PBD block -1%, WRN inhibitor 4%, EPAC2 antagonist -15%, EPAC1 antag -22%, EPAC1 ag 2%, CCT chaperon mod 1.7, MmCpn inh -3% and PI5P4K alpha inh -1.
For CNC(=O)NC(=O)CSc1nc2ccccc2n1CCOC the results were PLK1 PBD block 2%, WRN inhibitor 1%, EPAC2 antagonist -6%, EPAC1 antag -1%, EPAC1 ag 3%, CCT chaperon mod 1.3, MmCpn inh 1% and PI5P4K alpha inh 2.
For CCN1CCN(C(=O)Cn2c(=O)sc3ccccc32)CC1 the results were PLK1 PBD block 3%, WRN inhibitor 0%, EPAC2 antagonist 7%, EPAC1 antag 0%, EPAC1 ag 2%, CCT chaperon mod -5.6, MmCpn inh 1% and PI5P4K alpha inh -3.
O=C(c1cccc(-n2cccc2)c1)N1CCN(S(=O)(=O)c2ccccc2Br)CC1 was read as PLK1 PBD block -1%, WRN inhibitor -3%, EPAC2 antagonist 1%, EPAC1 antag -11%, EPAC1 ag -2%, CCT chaperon mod -0.1, MmCpn inh 2% and PI5P4K alpha inh 7.
For C=Cn1cc[n+](CC(=O)c2ccc(Cl)c(Cl)c2)c1 the results were PLK1 PBD block 2%, WRN inhibitor 1%, EPAC2 antagonist -5%, EPAC1 antag 0%, EPAC1 ag 2%, CCT chaperon mod 0.4, MmCpn inh 2% and PI5P4K alpha inh -1.
For COc1ccc(CCNC(=S)NC2CCN(Cc3ccccc3)CC2)cc1 the results were PLK1 PBD block 30µM*, WRN inhibitor -14%, EPAC2 antagonist -8%, EPAC1 antag -3%, EPAC1 ag 1%, CCT chaperon mod -1.8, MmCpn inh -3% and PI5P4K alpha inh -4.
For COc1ccc(-c2oc3ccc(-c4ccc(OC)nc4)cc3c2-c2ccc(OC)cc2)cc1 the results were PLK1 PBD block 1%, WRN inhibitor 8%, EPAC2 antagonist -4%, EPAC1 antag 13%, EPAC1 ag -7%, CCT chaperon mod -0.7 and PI5P4K alpha inh 13.
Cc1ccc(-n2c(C)cc(C(=O)CSc3nnc4ccccn34)c2C)cc1 was read as PLK1 PBD block -4%, WRN inhibitor -4%, EPAC2 antagonist -13%, EPAC1 antag 13%, EPAC1 ag -13%, CCT chaperon mod 0.0, MmCpn inh 1% and PI5P4K alpha inh 0.
CCCCc1nnc(NC(=O)c2cccc(S(=O)(=O)N3CCN(C)CC3)c2)s1 was read as PLK1 PBD block -4%, WRN inhibitor -12%, EPAC2 antagonist 7%, EPAC1 antag 3%, EPAC1 ag -3%, CCT chaperon mod 0.5, MmCpn inh 0% and PI5P4K alpha inh 6.
Cc1cc(C(=O)C(=O)O)c(C)n1-c1ccc(Cl)cc1 was read as PLK1 PBD block -9%, WRN inhibitor -3%, EPAC2 antagonist 0%, EPAC1 antag -19%, EPAC1 ag -11%, CCT chaperon mod 1.5, MmCpn inh 1% and PI5P4K alpha inh 0.
`Cc1ccc(C(=O)O)cc1[N+](=O)[O-]` gave PLK1 PBD block 1%, WRN inhibitor 8%, EPAC2 antagonist -2%, EPAC1 antag 7%, EPAC1 ag -34%[inhibitor], CCT chaperon mod -0.4, MmCpn inh -4% and PI5P4K alpha inh -2.
O=S(=O)(Cc1noc(-c2ccccc2Cl)n1)c1ccccn1 was read as PLK1 PBD block -11%, WRN inhibitor 6%, EPAC2 antagonist -11%, EPAC1 antag -17%, EPAC1 ag 2%, CCT chaperon mod -1.4, MmCpn inh 0% and PI5P4K alpha inh 1.
For CCOCCCNc1nc2c(-c3ccccc3)nnn2c2ccccc12 the results were PLK1 PBD block -4%, WRN inhibitor -5%, EPAC2 antagonist 2%, EPAC1 antag -1%, EPAC1 ag 9%, CCT chaperon mod -14, MmCpn inh -3% and PI5P4K alpha inh 2.
O=C(NCCc1ccco1)C(=O)NCC1OCCCN1S(=O)(=O)c1ccc(F)cc1 (stereo not drawn) was read as PLK1 PBD block -14%, WRN inhibitor 5%, EPAC2 antagonist 1%, EPAC1 antag -19%, EPAC1 ag -9%, CCT chaperon mod -3.5, MmCpn inh 2% and PI5P4K alpha inh -3.
For CN1CCN(c2cc(-c3ccc4ccccc4c3)nc3ccnn23)CC1 the results were PLK1 PBD block -2%, WRN inhibitor -5%, EPAC2 antagonist 7%, EPAC1 antag -4%, EPAC1 ag 7%, CCT chaperon mod -1.2 and PI5P4K alpha inh -6.
`COc1ccc(C(=O)NNC(=O)COC(=O)c2sccc2C)cc1` gave PLK1 PBD block -16%, WRN inhibitor 9%, EPAC2 antagonist 0%, EPAC1 antag -1%, EPAC1 ag -7%, CCT chaperon mod -1.1, MmCpn inh 1% and PI5P4K alpha inh -6.
For CCN1CCN(CCCNC(=O)CS(=O)(=O)Cc2nc(-c3cccc(OC)c3)oc2C)CC1 the results were PLK1 PBD block -2%, WRN inhibitor 7%, EPAC2 antagonist -3%, EPAC1 antag 3%, EPAC1 ag -4%, CCT chaperon mod 3.0, MmCpn inh 0% and PI5P4K alpha inh 1.
CCOC(=O)c1ccc(S(=O)(=O)N2CCN(C3CC(=O)N(c4ccccc4C(F)(F)F)C3=O)CC2)cc1 (stereo not drawn) was read as PLK1 PBD block -2%, WRN inhibitor 4%, EPAC2 antagonist -5%, EPAC1 antag 4%, EPAC1 ag -9%, CCT chaperon mod 0.8, MmCpn inh -1% and PI5P4K alpha inh 2.

Molecules listed so far that have a furan ring, fused or not, in the order listed:
For COc1ccc(-c2oc3ccc(-c4ccc(OC)nc4)cc3c2-c2ccc(OC)cc2)cc1 the results were PLK1 PBD block 1%, WRN inhibitor 8%, EPAC2 antagonist -4%, EPAC1 antag 13%, EPAC1 ag -7%, CCT chaperon mod -0.7 and PI5P4K alpha inh 13.
O=C(NCCc1ccco1)C(=O)NCC1OCCCN1S(=O)(=O)c1ccc(F)cc1 (stereo not drawn) was read as PLK1 PBD block -14%, WRN inhibitor 5%, EPAC2 antagonist 1%, EPAC1 antag -19%, EPAC1 ag -9%, CCT chaperon mod -3.5, MmCpn inh 2% and PI5P4K alpha inh -3.

(listing goes on)
`Nc1ccc(-c2nc3ccc([N+](=O)[O-])cc3[nH]2)cc1` gave PLK1 PBD block -7%, WRN inhibitor inconclusive, EPAC2 antagonist -2%, EPAC1 antag -2%, EPAC1 ag 4%, CCT chaperon mod 0.0, MmCpn inh 0% and PI5P4K alpha inh 1.
For Nc1cc(C(=O)O)ccc1Nc1ccc(F)c(F)c1 the results were PLK1 PBD block -7%, WRN inhibitor -31%, EPAC2 antagonist 18%, EPAC1 antag 12%, EPAC1 ag 1%, CCT chaperon mod -0.3, MmCpn inh -6% and PI5P4K alpha inh -11.
`O=C(Cc1ccccc1)NCCS(=O)c1ccc(Cl)cc1` (stereo not drawn) gave PLK1 PBD block -24%, WRN inhibitor 0%, EPAC2 antagonist 16%, EPAC1 antag 4%, EPAC1 ag -6%, CCT chaperon mod 1.3, MmCpn inh -2% and PI5P4K alpha inh 5.
Screening O=c1c2c(-c3ccccc3)csc2nc2n1CCC2 returned PLK1 PBD block inconclusive, WRN inhibitor -3%, EPAC2 antagonist 27%, EPAC1 antag 6%, EPAC1 ag 1%, CCT chaperon mod 1.7, MmCpn inh -1% and PI5P4K alpha inh -15.
For O=C1OC(COc2ccc(Br)cc2)CN1c1ccccc1 (stereo not drawn) the results were PLK1 PBD block 4%, WRN inhibitor -11%, EPAC2 antagonist 3%, EPAC1 antag 7%, EPAC1 ag -2%, CCT chaperon mod -3.7, MmCpn inh 2% and PI5P4K alpha inh -4.
Screening Cc1ccc(NCCC(=O)c2cccs2)cc1 returned PLK1 PBD block -12%, WRN inhibitor 8%, EPAC2 antagonist -7%, EPAC1 antag 0%, EPAC1 ag 5%, CCT chaperon mod -0.4, MmCpn inh -2% and PI5P4K alpha inh -7.
Screening COc1cccc(-n2c(CN3CCN(c4ccc(C)cc4)C(C)C3)nc3ccc([N+](=O)[O-])cc3c2=O)c1 (stereo not drawn) returned PLK1 PBD block -11%, WRN inhibitor 9%, EPAC2 antagonist 18%, EPAC1 antag 0%, EPAC1 ag 1%, CCT chaperon mod 0.1, MmCpn inh 0% and PI5P4K alpha inh 10.

These rows are one share of the data; count on the stated rates, not on these rows.
